# Bioassay records deposited in PubChem BioAssay by several laboratories.
# SSB-PriA inh: blocks PriA binding to SSB C-terminal tail. AlphaScreen SSBct-PriA binding, biotinylated peptide. 430,000 compounds, 0.6% hits. inhibition, % at 33 µM; in the data active means inhibition mostly above about 37%, no sharp cut-off; inactive means mostly below about 20%;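 further: plate controls were negative control peptide for no effect and reference peptide for full effect; strong numbers were not always called active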
# DUSP3 inh: inhibitors of human VHR1 phosphatase (DUSP3); 290,000 compounds, 0.52% hits; recombinant VHR phosphatase, pNPP absorbance; AID 1654; P51452; inhibition, % at 13.3 µM; in the data active means inhibition above about 50%; further: some compounds called inactive have numbers as strong as hits
# Target sequence (P51452 whole entry, looked up): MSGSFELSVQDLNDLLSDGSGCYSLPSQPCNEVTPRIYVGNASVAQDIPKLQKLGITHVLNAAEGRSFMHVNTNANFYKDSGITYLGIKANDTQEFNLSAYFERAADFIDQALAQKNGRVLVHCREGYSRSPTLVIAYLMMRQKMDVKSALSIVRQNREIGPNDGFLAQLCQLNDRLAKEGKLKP
# BH1578 lux ind: inducers of Vibrio cholerae quorum light production without autoinducers; activation, % at 18.7 µM; 350,000 compounds, 0.16% hits; V. cholerae BH1578 lux reporter, luminescence, 6 h; in the data active means activation mostly above about 9.7%, no sharp cut-off; further: not every result past the cut was called active; inactives centre near 0; reference of the scale not given here
# Mtb BioA inh: inhibitors of Mycobacterium tuberculosis BioA enzyme; AID 602481; inhibition, % at 9.99 µM; 360,000 compounds, 0.096% hits; purified M. tuberculosis BioA enzyme, plate reader; in the data active means inhibition above about 40%
# Rv3671c protease: inhibits the M. tuberculosis serine protease Rv3671c; AID 2606; inhibition, % at 5.96 µM; P9WHR9; 320,000 compounds, 0.048% hits; in the data active means inhibition above about 38%;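 further: extracellular domain of Rv3671c used as enzyme; 0% = enzyme with DMSO and 100% = no enzyme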
# Target sequence (P9WHR9 whole entry, looked up, the tested form may be a part): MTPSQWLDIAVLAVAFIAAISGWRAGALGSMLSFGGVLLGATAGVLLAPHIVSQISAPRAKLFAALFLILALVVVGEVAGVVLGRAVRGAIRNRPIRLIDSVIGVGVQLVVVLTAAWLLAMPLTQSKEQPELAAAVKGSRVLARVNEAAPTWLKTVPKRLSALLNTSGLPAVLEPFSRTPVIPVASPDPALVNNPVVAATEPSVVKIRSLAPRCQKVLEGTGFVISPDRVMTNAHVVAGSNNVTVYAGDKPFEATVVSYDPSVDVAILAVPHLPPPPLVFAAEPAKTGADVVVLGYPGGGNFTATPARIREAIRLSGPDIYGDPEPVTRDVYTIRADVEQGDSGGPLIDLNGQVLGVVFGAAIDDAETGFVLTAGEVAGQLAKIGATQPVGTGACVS
# Mtb FBA inh: inhibits M. tuberculosis FBA enzyme; P9WQA3; purified M. tuberculosis FBA, fluorescence read-out; inhibition, % at 1 µM; 360,000 compounds, 2.3% hits; AID 588726; in the data active means inhibition above about 27%;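 further: 0% = vehicle and 100% = reference inhibitor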
# MazEF act: increases E. coli MazEF RNase cleavage of RNA | FAM/BHQ RNA-DNA oligo cleavage fluorescence, 5 h | activation, % at 20 µM | 350,000 compounds, 0.32% hits; in the data active means activation above about 50%
# 3CLpro inhibitor: SARS-CoV 3CLpro protease inhibition; recombinant SARS-CoV 3CLpro, quenched FRET peptide cleavage; 290,000 compounds, 0.14% hits; inhibition, % at 6 µM; in the data active means inhibition above about 12%
# GDH-TPI inh: inhibits GDH-TPI coupling enzymes, artifact for Mtb FBA screen | GDH-TPI coupled enzyme counterscreen, NADH absorbance | inhibition, % at 4.8 µM | 360,000 compounds, 1.2% hits; in the data active means inhibition above about 30%;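 further: 0% = DMSO wells and 100% = wells lacking the enzyme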
# Mtb UGM inh: Mtb UDP-galactopyranose mutase inhibition. 320,000 compounds, 0.06% hits. inhibition, % at 10 µM. P9WIQ1. purified UGM, fluorescence polarization probe displacement. AID 504406; in the data active means inhibition above about 10%, passing the limit was not always enough
# Target sequence (P9WIQ1 whole entry, looked up): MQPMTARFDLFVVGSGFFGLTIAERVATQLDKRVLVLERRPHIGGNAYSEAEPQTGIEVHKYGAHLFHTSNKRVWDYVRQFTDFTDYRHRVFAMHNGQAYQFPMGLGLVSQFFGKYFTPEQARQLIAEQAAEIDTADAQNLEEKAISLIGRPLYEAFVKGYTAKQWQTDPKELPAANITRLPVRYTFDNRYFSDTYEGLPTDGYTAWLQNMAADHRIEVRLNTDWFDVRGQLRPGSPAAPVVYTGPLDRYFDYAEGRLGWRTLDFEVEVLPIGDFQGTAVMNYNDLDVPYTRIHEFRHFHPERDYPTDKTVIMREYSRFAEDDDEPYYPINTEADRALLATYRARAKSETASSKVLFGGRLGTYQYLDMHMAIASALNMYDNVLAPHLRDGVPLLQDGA
# * hit, by the source's call; i = inactive; / = not tested or not shown; + = active, no number; & = joins results of further samples.
1. Cc1ccc(C(c2nnnn2Cc2cccs2)N2CCN(Cc3ccc4c(c3)OCO4)CC2)cc1 (configuration not stated)
2. CC(=O)O[C@H]1C(=O)[C@@]2(C)[C@H]([C@H](OC(=O)c3ccccc3)[C@]3(O)C[C@H](OC(=O)[C@H](O)C(NC(=O)c4ccccc4)c4ccccc4)C(C)=C1C3(C)C)[C@]1(OC(C)=O)CO[C@@H]1C[C@@H]2O (some centres not stated)
3. CCOC(=O)CSc1nnc(NC(=O)CCc2ccccc2)s1
4. COc1cccc(OCc2cc(C(=O)N3CCN(C(=O)c4ccco4)CC3)no2)c1
5. O=C(CSc1nnc(NC(=O)C2CC2)s1)Nc1ccc2c(c1)OCCO2
6. CC(=NNc1nc2ccccc2s1)c1ccncn1
7. O=C(Nc1nnc(C2CCCCC2)s1)C1CC(=O)N(c2ccccc2)C1 (configuration not stated)
8. COc1cccc2[nH]c3c(N4CCC(C(N)=O)CC4)ncnc3c12
screen / no.	1	2	3	4	5	6	7	8
SSB-PriA inh	-11.9	-1.4	-4.9	11.0	-1.5	-3.0	1.4	4.9
DUSP3 inh	8.2	-28.2	-22.1	-31.1	20.4	/	39.4	8.4
BH1578 lux ind	-2.1	-3.0&6.2	-1.2	i	i	0.8	-0.3	1.7
Mtb BioA inh	-0.8	0.4&-4.3	-0.8	0.7	/	/	-3.5	/
Rv3671c protease	-1.2	-11.1	-4.9	-6.4	-2.7	/	-9.7	2.3
Mtb FBA inh	0.4	0.3	1.6	-4.1	0.8	-4.4	-1.6	182.7*
MazEF act	-11.4	11.1	-3.5	4.4	11.3	-19.6	-27.2	-7.1
3CLpro inhibitor	-0.8	/	2.9	-1.6	1.6	/	-6.8	4.1
GDH-TPI inh	10.4	-1.6	0.9	6.0	4.9	34.4*	0.4	24.9
Mtb UGM inh	-2.5	4.2	-2.0	0.8	-1.0	/	3.2	0.1

# The list goes on; it opens with the 4 that closed the last part.
5. O=C(CSc1nnc(NC(=O)C2CC2)s1)Nc1ccc2c(c1)OCCO2
6. CC(=NNc1nc2ccccc2s1)c1ccncn1
7. O=C(Nc1nnc(C2CCCCC2)s1)C1CC(=O)N(c2ccccc2)C1 (configuration not stated)
8. COc1cccc2[nH]c3c(N4CCC(C(N)=O)CC4)ncnc3c12
9. COc1ccc(NC(=O)/C=C/c2ccccc2)cn1
10. CNc1nnc(-c2ccc(N(C)C)cc2)s1
11. COc1ccc(NC(C)C(=O)Nc2cccc(S(=O)(=O)N3CCOCC3)c2)cc1OC (configuration not stated)
12. C=CCN1C(=O)c2cccc3c(Br)ccc(c23)C1=O
13. CN1/C(=C\C(=O)COC(=O)c2ccc(O)cc2)C(C)(C)c2ccccc21
14. COc1cc(-c2nc3ccc(C)cn3c2NCc2ccccc2)ccc1-c1cccc(Cl)c1
15. Cc1ccc(S(=O)(=O)N2CCN(S(=O)(=O)N3CCC(C)CC3)CC2)c(C)c1
16. COc1cccc(S(=O)(=O)N(C)C[C@@H]2Oc3cc(C#CCN(C)C)ccc3S(=O)(=O)N([C@H](C)CO)C[C@@H]2C)c1
screen / no.	5	6	7	8	9	10	11	12	13	14	15	16
SSB-PriA inh	-1.5	-3.0	1.4	4.9	5.7	2.8	2.9	-4.5	5.2	38.0	5.7	/
DUSP3 inh	20.4	/	39.4	8.4	-4.4	13.3	/	-16.0	17.6	/	-7.2	/
BH1578 lux ind	i	0.8	-0.3	1.7	-0.2	i	i	-1.0	0.6	i	i	-0.2
Mtb BioA inh	/	/	-3.5	/	-2.1	-1.9	0.1	-1.2	-0.7	-2.3	-3.5	-0.4&3.4&-2.8
Rv3671c protease	-2.7	/	-9.7	2.3	-2.5	-2.2	4.1	-4.2	-18.9	6.3	-6.1	/
Mtb FBA inh	0.8	-4.4	-1.6	182.7*	-1.9	+	2.0	-1.3	9.3	39.5*	-1.2	2.1
MazEF act	11.3	-19.6	-27.2	-7.1	9.7	0.6	-7.0	4.8	-11.1	6.7	0.0	17.7
3CLpro inhibitor	1.6	/	-6.8	4.1	3.1	-1.1	/	2.6	-1.2	/	-3.2	/
GDH-TPI inh	4.9	34.4*	0.4	24.9	6.7	45.8*	1.8	3.1	29.2	8.8	9.1	-4.3
Mtb UGM inh	-1.0	/	3.2	0.1	-1.5	-0.7	3.3	-0.7	1.2	-0.5	2.8	/

17. COc1cc(C2CC(=O)Nc3c2c(=O)nc2c(C)cccn32)cc(OC)c1OC (configuration not stated)
18. O=C(CCS(=O)(=O)c1ccc2c(c1)NC(=O)CS2)NCc1ccccc1Cl
19. Cc1ccc(C(=O)N/C(=C\c2ccco2)C(=O)N2CCCCC2)cc1
20. Cc1ccc2cc(C#N)c(SCC(=O)N3CCCC3)nc2c1
21. COc1ccc(C2SCC(=O)N2c2ccc(OC)cc2)cc1 (configuration not stated)
22. CCOC(CNC(=O)C1CCN(S(=O)(=O)c2ccc3nc4c(c(C(=O)O)c3c2)CCCCC4)CC1)OCC
23. O=C(/C=C/c1cccnc1)c1ccc(NC(=O)c2cccc(Br)c2)cc1
24. CNC(C)C(=O)NC(C(=O)NC(C)C(=O)NNc1ccccc1)C(C)C (configuration not stated)
screen / no.	17	18	19	20	21	22	23	24
SSB-PriA inh	-7.3	3.6	8.4	1.1	-7.4	-17.1	-3.8	/
DUSP3 inh	28.7	25.2	21.5	26.3	5.2	-19.8	14.0	/
BH1578 lux ind	-0.3	-11.5	2.2	0.4	i	-0.6	-0.1	-1.1
Mtb BioA inh	/	14.3	0.7	-2.4	2.5	-0.6	-1.1	-6.2
Rv3671c protease	3.2	-4.3	-12.0	-2.8	-3.0	-3.4	-41.8	/
Mtb FBA inh	-1.0	-0.5	0.7	1.1	3.9	-3.0	-1.1	1.6
MazEF act	1.7	11.5	15.1	-15.6	-14.2	11.2	-6.6	/
3CLpro inhibitor	5.3	-5.6	-3.0	4.0	-2.8	-6.8	1.3	/
GDH-TPI inh	4.4	6.0	5.9	19.0	8.0	-0.4	19.1	17.5
Mtb UGM inh	1.7	0.8	1.7	-2.4	-3.1	1.1	1.9	/

25. NC(=O)C1CCN(C(=O)c2ccccc2CCc2ccccc2)CC1
26. CCOC(=O)c1c(NC(=O)CSc2nnc(C)c(=O)[nH]2)sc(C)c1C
27. COC(=O)CCC(=O)Nc1ccc2oc3c(c2c1)CCCC3
28. CCOc1ccc(N(CC(=O)N2CCCCCC2)S(=O)(=O)c2ccc(F)cc2)cc1
29. O=C(Cn1cnc2c(cnn2-c2ccccc2)c1=O)N1CCOCC1
30. O=C(COc1ccc2oc(-c3ccccc3)cc(=O)c2c1)Nc1ccccc1
31. COc1ccc(CCNC(=O)c2cc(-c3ccncc3)nc3ccc(S(=O)(=O)N4CCOCC4)cc23)cc1OC
32. COc1cc(/C=C2/N=C(c3ccccc3F)OC2=O)cc(Cl)c1OS(C)(=O)=O
screen / no.	25	26	27	28	29	30	31	32
SSB-PriA inh	-2.6	/	-5.4	-10.0	-6.9	-0.8	2.1	-0.1
DUSP3 inh	11.4	-11.3	15.6	5.4	-1.5	10.2	7.3	21.9
BH1578 lux ind	-0.1	/	i	-0.5	-0.2	-3.7	i	-0.1
Mtb BioA inh	0.4	/	10.0	0.4	-0.5	/	0.1	-1.5
Rv3671c protease	/	5.7	0.5	-4.6	2.5	4.8	-0.9	-1.4
Mtb FBA inh	0.9	/	-0.6	-0.5	-0.3	-3.2	1.7	-0.6
MazEF act	-20.0	/	5.6	-0.4	1.3	-12.6	-5.2	-1.2
3CLpro inhibitor	3.8	3.6	2.9	7.5	2.1	2.7	8.1	-2.8
GDH-TPI inh	-3.4	/	14.0	-2.4	0.9	-1.1	7.7	-7.4
Mtb UGM inh	1.5	0.7	0.3	1.7	2.6	-2.9	2.8	5.8

# Quoted at random: two entries already listed
27. COC(=O)CCC(=O)Nc1ccc2oc3c(c2c1)CCCC3
25. NC(=O)C1CCN(C(=O)c2ccccc2CCc2ccccc2)CC1
screen / no.	27	25
SSB-PriA inh	-5.4	-2.6
DUSP3 inh	15.6	11.4
BH1578 lux ind	i	-0.1
Mtb BioA inh	10.0	0.4
Rv3671c protease	0.5	/
Mtb FBA inh	-0.6	0.9
MazEF act	5.6	-20.0
3CLpro inhibitor	2.9	3.8
GDH-TPI inh	14.0	-3.4
Mtb UGM inh	0.3	1.5

# (continued)
33. COc1ccc(-c2nc(NC(=O)Cn3cnnn3)sc2C)cc1
34. O=S(=O)(c1ccc(Cl)cc1)N1CCC(n2cnc3cc(C(F)(F)F)ccc32)CC1
35. Cc1ccc(C)n1-c1nccc(-c2cccs2)n1
36. COc1ccc(C(=O)NNC(=O)CN(C)S(=O)(=O)c2ccc(Cl)cc2)c(OC)c1OC
37. CN(C)S(=O)(=O)c1ccc(NC(=O)CCCNC(=O)c2ccc(Cl)cc2)cc1
38. CCN(c1ccccc1)S(=O)(=O)c1ccc(C(=O)N2CCCC(C(F)(F)F)C2)cc1 (configuration not stated)
39. CC1CCN(c2nc(-c3ccccc3)c(C#N)c(=O)[nH]2)CC1
40. COc1ccc(N=c2ssnc2Cl)cc1
screen / no.	33	34	35	36	37	38	39	40
SSB-PriA inh	1.4	-3.7	-4.0	-8.0	7.7	-6.5	-23.0	-5.3
DUSP3 inh	14.5	/	24.7	/	39.6	/	9.9	29.0
BH1578 lux ind	i	i	1.4	i	i	i	-0.4	/
Mtb BioA inh	1.5	/	1.8	-1.4	0.9	/	0.0	-4.8
Rv3671c protease	-0.5	-5.3	6.0	5.4	13.0	-2.9	3.4	-5.5
Mtb FBA inh	0.6	-0.5	161.1*	-0.8	24.1	5.7	-1.5	1.2
MazEF act	6.8	4.9	-1.8	4.8	-1.9	-4.1	3.0	-4.4
3CLpro inhibitor	2.5	-0.9	5.0	/	8.8	/	-5.6	-6.3
GDH-TPI inh	1.2	7.0	-5.3	4.5	-7.3	4.9	5.0	5.2
Mtb UGM inh	-0.7	1.9	0.3	1.6	-0.8	-1.7	1.5	3.3

41. COc1ccc(-n2ccnc2SCC(=O)Nc2ccccc2)cc1
42. COc1ccc(CNS(=O)(=O)c2ccc3c(c2)CC(C)N3C(=O)C2CC2)cc1 (configuration not stated)
43. O=C(COC(=O)CN1C(=O)C2CC=CCC2C1=O)Nc1cc(C(F)(F)F)ccc1N1CCOCC1 (configuration not stated)
44. O=C(c1ccc(F)cc1)N1CCN(C2=NS(=O)(=O)c3ccccc32)CC1
45. CC(=O)Nc1nc2[nH]ccc2c(=O)[nH]1
46. COC(=O)C1=CN(Cc2ccc(OC)c(OC)c2)C=C(C(=O)OC)C1c1cccc(F)c1
47. COC(=O)c1cc(O)c(OCc2ccccc2)c(O)c1
48. C[C@H]1CCC[C@@]2(O[C@H](CCO)C[C@H](O)[C@H]2O)O1
49. O=[N+]([O-])c1cc([N+](=O)[O-])c2cc(-c3cccnc3)[nH]c2c1
50. Cc1c(CNC(=O)C2CCC(=O)N(CCc3ccccc3)C2)cnn1C (configuration not stated)
51. Cc1ccc2cc(CN(CC3CCCO3)S(=O)(=O)c3cccc4nsnc34)c(=O)[nH]c2c1 (configuration not stated)
screen / no.	41	42	43	44	45	46	47	48	49	50	51
SSB-PriA inh	26.9	-7.1	-4.7	4.4	/	-38.3	-4.0	4.4	-15.7	1.0	20.7
DUSP3 inh	15.2	-3.6	-5.0	17.1	/	3.5	-12.1	/	/	-2.1	10.0
BH1578 lux ind	i	-0.1	i	-0.4	i	-0.5	-3.6	i	-0.4	-3.6	-2.2
Mtb BioA inh	1.3	0.8	-0.4	1.4	4.4	10.5	1.9	0.1	/	1.1	0.5
Rv3671c protease	-1.5	9.3	6.4	-1.4	/	-0.1	1.6	-2.9	-12.2	-3.6	-5.7
Mtb FBA inh	3.0	-1.6	-2.4	1.3	-2.5	123.3*	-2.2	3.6	-1.1	2.8	1.7
MazEF act	2.4	5.7	-5.9	-11.8	4.5	4.2	4.3	5.2	8.6	-4.8	0.4
3CLpro inhibitor	-2.1	3.3	-8.3	-1.8	/	-6.2	-3.4	/	/	-5.3	-1.0
GDH-TPI inh	1.5	-1.9	5.5	2.3	-5.3	0.7	-0.8	12.9	9.3	1.7	17.5
Mtb UGM inh	2.6	1.4	2.3	1.0	/	0.4	0.9	-1.2	1.9	4.2	3.2

# Some of the compounds tested. The share of hits here may be higher or lower than overall.
